C diff HTS: C. difficile growth inhibition; Clostridium difficile clinical isolate growth, OD600, 24 h; hits give low values; growth activity, negative = inhibition, % at 16 µg/mL (by protocol); hit rate 0.25% among 86,000;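 active means mean growth activity at or below -80% and every replicate also at or below -80%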;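 further: 0% = DMSO wells and -100% = levofloxacin 16 µg/mL wells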
T cruzi growth: T. cruzi proliferation inhibition. T. cruzi beta-gal in NIH3T3, GalScreen luminescence, 90 h. inhibition, % at 8.34 µM. hit rate 5.9% among 77,000. AID 624255;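 active means mean inhibition above about 93%, with at least 55% of replicates each passing it, limit read from the data, passing the limit was not always enough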
GASC1 inh: blocks human GASC-1 (KDM4C) demethylase activity; Q9H3R0; GST-KDM4C 2-372, H3K9me3 peptide, LANCE TR-FRET; inhibition, % at 12.5 µM; hit rate 0.15% among 96,000; AID 720574;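 active means mean replicate inhibition above about 25%, with at least 55% of replicates also reaching it, limit read from the data, passing the limit was not always enough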
Target sequence (Q9H3R0 2-372 limits assumed): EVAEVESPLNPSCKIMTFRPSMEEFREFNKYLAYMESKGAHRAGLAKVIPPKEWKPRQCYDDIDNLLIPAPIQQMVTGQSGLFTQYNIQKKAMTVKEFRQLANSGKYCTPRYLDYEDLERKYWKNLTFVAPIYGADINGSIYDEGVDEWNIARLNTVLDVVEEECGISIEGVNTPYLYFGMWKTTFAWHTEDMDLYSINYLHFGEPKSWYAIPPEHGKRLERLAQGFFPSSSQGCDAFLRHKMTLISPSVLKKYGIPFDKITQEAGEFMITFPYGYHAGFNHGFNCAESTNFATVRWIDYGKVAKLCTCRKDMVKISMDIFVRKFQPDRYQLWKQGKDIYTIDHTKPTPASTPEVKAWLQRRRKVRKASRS
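Material: N-terminal GST-fused human GASC-1 (KDM4C) fragment, residues 2-372. Input: 10 nM enzyme. Incubation: enzyme reaction 30 min, then detection 60 min, both room temperature. Doses: one test concentration per compound. Read-out basis: inhibition from TR-FRET ratio decrease. Detection: LANCE TR-FRET, excitation 340 nm, emissions 618 and 671 nm.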
Pf Dd2 inh: blocks growth of Plasmodium falciparum Dd2 parasites; P. falciparum Dd2 growth, SYBR Green, 72 h; hits give low values; activity change, % at 10 µM; hit rate 2.3% among 94,000; AID 1159554; in the data active means activity change below about -80%
Starred values were filed as active, the others as inactive; & = joins results of further samples. Random draw from the library, and some 7.3% of all compounds hit somewhere here.

What do the screens show for `O=C(Cc1ccncc1)Nc1ccc2c(c1)[C@H]1C[C@H](CC(=O)N3CCc4ccccc4C3)O[C@@H](CO)[C@H]1O2`?
C diff HTS: 3; T cruzi growth: 48; GASC1 inh: 0.7; Pf Dd2 inh: -1

What do the screens show for `COc1ccc(NC(=O)N(C)C[C@H]2Oc3c(NS(=O)(=O)c4ccc(OC)cc4)cccc3C(=O)N([C@@H](C)CO)C[C@H]2C)cc1`?
C diff HTS: -7; T cruzi growth: 4; GASC1 inh: -1.6; Pf Dd2 inh: -22

How did COc1ccc2c3c(n(C)c2c1)[C@H](CO)N(C(=O)C1CC1)CC31CCN(C(=O)Nc2cccc(F)c2)CC1 do in these assays?
C diff HTS: 16; GASC1 inh: -0.1; Pf Dd2 inh: -82*

How did COc1ccccc1NC(=O)N1CC[C@@H]2[C@H]1c1cc(C#Cc3cccc(F)c3)ccc1N(C)[C@@H]2CO do in these assays?
C diff HTS: -10; T cruzi growth: 38; GASC1 inh: -0.5; Pf Dd2 inh: -44

Results for CO[C@H]1CN(C)C(=O)c2ccc(NS(=O)(=O)c3ccc(F)cc3)cc2OC[C@H](C)NC[C@H]1C ?
C diff HTS: 1; T cruzi growth: 26; GASC1 inh: 0.1; Pf Dd2 inh: -20

Results for C[C@H]1CN([C@@H](C)CO)C(=O)Cc2cc(NC(=O)CCCCCC(=O)Nc3ccccc3N)ccc2O[C@H]1CN(C)S(=O)(=O)c1ccc(Cl)cc1 ?
T cruzi growth: 59; GASC1 inh: 0.4; Pf Dd2 inh: -94*

What do the screens show for `COCC(=O)N(C)C[C@H]1[C@H](c2ccc(-c3cccnc3)cc2)[C@H](CO)N1C(C)=O`?
C diff HTS: 0; T cruzi growth: 101*; GASC1 inh: -1.2; Pf Dd2 inh: 24

What do the screens show for `CC(C)CC#Cc1ccc([C@H]2[C@@H](CO)N3C(=O)CN(C(=O)c4cnccn4)C[C@@H]23)cc1`?
C diff HTS: -6; GASC1 inh: 0.8; Pf Dd2 inh: -31

Results for C[C@@H]1CN([C@H](C)CO)C(=O)c2cc(NS(=O)(=O)c3cn(C)cn3)ccc2O[C@@H](C)CCCCO[C@H]1CN(C)Cc1ccc2c(c1)OCO2 ?
C diff HTS: -1; T cruzi growth: 32; GASC1 inh: 0.4; Pf Dd2 inh: -15

How did O=C(c1ccccc1F)N1CC(=O)N2[C@H](CO)[C@@H](c3ccc(-c4ccccc4)cc3)[C@H]2C1 do in these assays?
C diff HTS: -1; GASC1 inh: 0.1; Pf Dd2 inh: -12

How did O=C(c1ccccc1F)N1CC[C@@H]2[C@H]1c1cc(-c3ccccc3)ccc1N[C@@H]2CO do in these assays?
C diff HTS: -5; T cruzi growth: 93; GASC1 inh: -4.8; Pf Dd2 inh: 42

How did COCC(=O)Nc1ccc2c(c1)OC[C@H](C)N(Cc1cncnc1)C[C@@H](C)[C@H](OC)CN(C)C2=O do in these assays?
T cruzi growth: 19; GASC1 inh: -0.1

Results for CCCNC(=O)[C@@H]1[C@@H](CO)[C@@H]2Cn3c(ccc(-c4cccc(F)c4)c3=O)[C@H]1N2C(C)=O ?
C diff HTS: -6; T cruzi growth: 6; GASC1 inh: 0.2; Pf Dd2 inh: 4

How did COCC(=O)Nc1ccc2c(c1)[C@@H]1C[C@@H](CC(=O)NC3CCCC3)O[C@@H](CO)[C@@H]1O2 do in these assays?
C diff HTS: -1; GASC1 inh: -2.6; Pf Dd2 inh: -1

How did O=C(C[C@H]1C[C@H]2c3cc(NC(=O)NC4CCCCC4)ccc3O[C@H]2[C@H](CO)O1)NCCc1ccccc1 do in these assays?
C diff HTS: 8; GASC1 inh: -8.0; Pf Dd2 inh: 25

How did O=C(Nc1cc(F)ccc1F)N[C@H]1C=C[C@H](CC(=O)N2CCc3ccccc3C2)O[C@@H]1CO do in these assays?
T cruzi growth: -2; GASC1 inh: 0.1; Pf Dd2 inh: 15

Results for C[C@H]1CCCCO[C@H](CN(C)Cc2ccc3c(c2)OCO3)[C@@H](C)CN([C@@H](C)CO)C(=O)c2cc(NC(=O)CCC(F)(F)F)ccc2O1 ?
C diff HTS: 6; T cruzi growth: 15; GASC1 inh: 1.8; Pf Dd2 inh: -32

What do the screens show for `CC(C)CC#Cc1ccc2c(c1)O[C@@H](CN(C)C(=O)c1cnccn1)[C@@H](C)CN([C@H](C)CO)S2(=O)=O`?
C diff HTS: 3; GASC1 inh: -4.0; Pf Dd2 inh: -9

What do the screens show for `C[C@@H]1CN([C@H](C)CO)C(=O)Cc2cc(NC(=O)Cn3cnnn3)ccc2O[C@@H]1CN(C)Cc1ccncc1`?
C diff HTS: -2; T cruzi growth: 31; GASC1 inh: -1.0; Pf Dd2 inh: 10

Results for CCCC#Cc1cnc2c(c1)C(=O)N([C@@H](C)CO)C[C@@H](C)[C@H](CN(C)C(=O)Cc1ccccc1)O2 ?
C diff HTS: 0; T cruzi growth: 33; GASC1 inh: -1.9; Pf Dd2 inh: -57

The list goes on; it opens with the 5 that closed the last part.
How did O=C(Nc1cc(F)ccc1F)N[C@H]1C=C[C@H](CC(=O)N2CCc3ccccc3C2)O[C@@H]1CO do in these assays?
T cruzi growth: -2; GASC1 inh: 0.1; Pf Dd2 inh: 15

Results for C[C@H]1CCCCO[C@H](CN(C)Cc2ccc3c(c2)OCO3)[C@@H](C)CN([C@@H](C)CO)C(=O)c2cc(NC(=O)CCC(F)(F)F)ccc2O1 ?
C diff HTS: 6; T cruzi growth: 15; GASC1 inh: 1.8; Pf Dd2 inh: -32

What do the screens show for `CC(C)CC#Cc1ccc2c(c1)O[C@@H](CN(C)C(=O)c1cnccn1)[C@@H](C)CN([C@H](C)CO)S2(=O)=O`?
C diff HTS: 3; GASC1 inh: -4.0; Pf Dd2 inh: -9

What do the screens show for `C[C@@H]1CN([C@H](C)CO)C(=O)Cc2cc(NC(=O)Cn3cnnn3)ccc2O[C@@H]1CN(C)Cc1ccncc1`?
C diff HTS: -2; T cruzi growth: 31; GASC1 inh: -1.0; Pf Dd2 inh: 10

Results for CCCC#Cc1cnc2c(c1)C(=O)N([C@@H](C)CO)C[C@@H](C)[C@H](CN(C)C(=O)Cc1ccccc1)O2 ?
C diff HTS: 0; T cruzi growth: 33; GASC1 inh: -1.9; Pf Dd2 inh: -57

Results for CO[C@@H]1CN(C)C(=O)c2cc(NC(=O)Nc3ccc(Cl)c(Cl)c3)ccc2OC[C@H](C)NC[C@H]1C ?
C diff HTS: -98*; T cruzi growth: -61; GASC1 inh: -1.5; Pf Dd2 inh: -77

How did O=C(C[C@H]1CC[C@@H]2[C@H](COC[C@H](O)CN2C(=O)c2ccccc2F)O1)NCc1ccc(Cl)c(Cl)c1 do in these assays?
C diff HTS: 22&14; T cruzi growth: -14; GASC1 inh: -1.5; Pf Dd2 inh: 17

Results for CCNC(=O)[C@@H]1[C@@H](CO)[C@@H]2Cn3c(ccc(-c4ccc(F)cc4)c3=O)[C@@H]2N1Cc1cc(F)ccc1F ?
C diff HTS: 0; T cruzi growth: 65; GASC1 inh: 1.9; Pf Dd2 inh: -12

What do the screens show for `O=C(C[C@@H]1CC[C@H](NC(=O)c2cccc(F)c2)[C@@H](CO)O1)NCc1ccc(Oc2ccccc2)cc1`?
C diff HTS: 1; T cruzi growth: 7; GASC1 inh: 9.6; Pf Dd2 inh: 3

Results for C[C@@H]1CN([C@@H](C)CO)C(=O)c2cc(NC(=O)Cc3ccccc3)ccc2O[C@@H](C)CCCCO[C@H]1CN(C)C(=O)Nc1cccc2ccccc12 ?
C diff HTS: 8; T cruzi growth: 70; GASC1 inh: -3.4; Pf Dd2 inh: -86*

How did O=C(C1CCC1)N1CC[C@H]2[C@H](CO)Nc3ccc(-c4cccc(F)c4)cc3[C@H]21 do in these assays?
C diff HTS: -16; T cruzi growth: 92; GASC1 inh: 0.6; Pf Dd2 inh: -6

What do the screens show for `Cc1ccccc1S(=O)(=O)N1CC[C@@H]2[C@H]1c1cc(-c3ccccc3F)ccc1N[C@@H]2CO`?
C diff HTS: 6; T cruzi growth: -11; GASC1 inh: -0.1; Pf Dd2 inh: 2

How did COCC(=O)Nc1ccc2c(c1)C(=O)N(C)C[C@H](OC)[C@@H](C)CN(CC1CCCCC1)[C@@H](C)CO2 do in these assays?
C diff HTS: 0; T cruzi growth: 16; GASC1 inh: -0.5; Pf Dd2 inh: -39

What do the screens show for `O=C(C1CCCCC1)N1CC(=O)N2[C@H](CO)[C@@H](c3ccc(C#CCc4ccccc4)cc3)[C@H]2C1`?
C diff HTS: -5; GASC1 inh: 0.9; Pf Dd2 inh: -62

How did O=C(Cc1ccncc1)NCC[C@@H]1CC[C@H](NC(=O)C2CCC2)[C@@H](CO)O1 do in these assays?
T cruzi growth: -25; GASC1 inh: -1.4; Pf Dd2 inh: 10

How did O=C(Nc1ccccc1F)N[C@@H]1CC[C@H](CCNS(=O)(=O)c2ccccc2)O[C@@H]1CO do in these assays?
C diff HTS: -1; T cruzi growth: -77; GASC1 inh: 0.8; Pf Dd2 inh: -14

Results for C[C@@H]1CN([C@@H](C)CO)C(=O)Cc2cc(NS(=O)(=O)c3ccccc3)ccc2O[C@H]1CN(C)C(=O)Nc1ccc(F)cc1 ?
C diff HTS: -6; GASC1 inh: 0.3; Pf Dd2 inh: -10

How did COc1ccc(NC(=O)Nc2ccc3c(c2)C(=O)N([C@H](C)CO)C[C@H](C)[C@@H](CN(C)CC2CC2)OCCCC[C@@H](C)O3)cc1 do in these assays?
C diff HTS: 5; T cruzi growth: 38; GASC1 inh: 0.2; Pf Dd2 inh: -59

How did C[C@H](O)C#Cc1ccc2c(c1)O[C@@H](CN(C)Cc1cncnc1)[C@@H](C)CN([C@H](C)CO)S2(=O)=O do in these assays?
C diff HTS: -3; T cruzi growth: -24; GASC1 inh: 15; Pf Dd2 inh: 10

What do the screens show for `Cc1noc(C)c1NC(=O)Nc1ccc2c(c1)C(=O)N([C@@H](C)CO)C[C@H](C)[C@@H](CN(C)Cc1ccc3c(c1)OCO3)OCCCC[C@H](C)O2`?
C diff HTS: -2; T cruzi growth: 49; GASC1 inh: -0.1; Pf Dd2 inh: 2

How did CO[C@@H]1CN(C)C(=O)c2ccc(NC(=O)Nc3c(C)noc3C)cc2OC[C@H](C)NC[C@@H]1C do in these assays?
T cruzi growth: 22; GASC1 inh: -1.7; Pf Dd2 inh: -25

Results for CO[C@H]1CN(C)C(=O)c2cc(NS(C)(=O)=O)ccc2OC[C@H](C)N(Cc2ccccn2)C[C@@H]1C ?
T cruzi growth: 9; GASC1 inh: 1.4

Results for CCCNC(=O)N(C)C[C@@H]1Oc2cc(C#CC(C)(C)O)ccc2S(=O)(=O)N([C@H](C)CO)C[C@H]1C ?
C diff HTS: 4&-1; T cruzi growth: 37&49; GASC1 inh: 0.1; Pf Dd2 inh: 16&-5

Results for CCC(=O)N1C[C@H](C)[C@@H](OC)CN(C)C(=O)c2ccc(NC(=O)COC)cc2OC[C@@H]1C ?
C diff HTS: -5; GASC1 inh: -1.0; Pf Dd2 inh: 28

What do the screens show for `COc1ccccc1S(=O)(=O)N[C@@H]1CC[C@@H](CCNC(=O)C2CCCC2)O[C@H]1CO`?
C diff HTS: -3; GASC1 inh: 0.2; Pf Dd2 inh: -2

Results for CCC(=O)N1[C@H](CO)[C@H](c2ccc(-c3ccc(C#N)cc3)cc2)C12CN(C(C)=O)C2 ?
C diff HTS: -1; GASC1 inh: 0.0; Pf Dd2 inh: -22

What do the screens show for `Cc1ccccc1-c1cnc2c(c1)C(=O)N([C@@H](C)CO)C[C@H](C)[C@H](CN(C)C(=O)c1ccncc1)O2`?
C diff HTS: 4; T cruzi growth: 7; GASC1 inh: -0.7; Pf Dd2 inh: 13

How did C[C@H]1CN([C@@H](C)CO)C(=O)c2cc(NS(=O)(=O)c3ccccc3)ccc2O[C@@H]1CN(C)C(=O)NC1CCCCC1 do in these assays?
C diff HTS: -6; T cruzi growth: 27; GASC1 inh: 0.3; Pf Dd2 inh: -1

How did O=C(C1CC1)N1C[C@@H]2[C@H](c3ccccc31)[C@@H](CO)N2Cc1ccccc1Cl do in these assays?
C diff HTS: 2; T cruzi growth: 17; GASC1 inh: -4.0; Pf Dd2 inh: -6

How did C[C@H]1CN([C@@H](C)CO)S(=O)(=O)c2ccc(-c3ccc(C(=O)N(C)C)cc3)cc2O[C@@H]1CN(C)C(=O)C1CCOCC1 do in these assays?
C diff HTS: -3; T cruzi growth: 31; GASC1 inh: -1.7; Pf Dd2 inh: 5

How did CCC(=O)NC[C@H]1[C@@H](c2ccc(C3=CCCC3)cc2)[C@H](CO)N1C(C)=O do in these assays?
C diff HTS: 15; T cruzi growth: 101*; GASC1 inh: 2.4; Pf Dd2 inh: -1

What do the screens show for `CCCNC(=O)C[C@@H]1CC[C@@H]2[C@H](COC[C@H](O)CN2C(=O)C2CCOCC2)O1`?
T cruzi growth: 21; GASC1 inh: 0.4; Pf Dd2 inh: 5

Results for C[C@H](CO)N1C[C@H](C)[C@H](CN(C)S(=O)(=O)c2ccc(C#N)cc2)Oc2ncc(/C=C/c3ccccc3)cc2C1=O ?
C diff HTS: -4; T cruzi growth: 71; GASC1 inh: -1.5; Pf Dd2 inh: -34

Screening results (PubChem BioAssay)
